KDM5B inhibitor: blocks human KDM5B histone demethylase activity | KDM5B demethylase, FDH-coupled NADH fluorescence (FDH is formaldehyde dehydrogenase) | Potency, µM (doses to about 57.7 µM), inactives show at the highest dose activity change, negative = inhibition, usual class: inhibitors | 220,000 compounds, 2.6% hits; active means well fitted inhibition curve with a large enough effect; inconclusive means small, poorly fitted or top-dose-only effect; inactive means no such curve, though single readings can be large or run the other way; further: 0% is about no effect; nearly all actives have a fitted effect of over 70% in size
Target sequence (Q9UGL1 whole entry, looked up): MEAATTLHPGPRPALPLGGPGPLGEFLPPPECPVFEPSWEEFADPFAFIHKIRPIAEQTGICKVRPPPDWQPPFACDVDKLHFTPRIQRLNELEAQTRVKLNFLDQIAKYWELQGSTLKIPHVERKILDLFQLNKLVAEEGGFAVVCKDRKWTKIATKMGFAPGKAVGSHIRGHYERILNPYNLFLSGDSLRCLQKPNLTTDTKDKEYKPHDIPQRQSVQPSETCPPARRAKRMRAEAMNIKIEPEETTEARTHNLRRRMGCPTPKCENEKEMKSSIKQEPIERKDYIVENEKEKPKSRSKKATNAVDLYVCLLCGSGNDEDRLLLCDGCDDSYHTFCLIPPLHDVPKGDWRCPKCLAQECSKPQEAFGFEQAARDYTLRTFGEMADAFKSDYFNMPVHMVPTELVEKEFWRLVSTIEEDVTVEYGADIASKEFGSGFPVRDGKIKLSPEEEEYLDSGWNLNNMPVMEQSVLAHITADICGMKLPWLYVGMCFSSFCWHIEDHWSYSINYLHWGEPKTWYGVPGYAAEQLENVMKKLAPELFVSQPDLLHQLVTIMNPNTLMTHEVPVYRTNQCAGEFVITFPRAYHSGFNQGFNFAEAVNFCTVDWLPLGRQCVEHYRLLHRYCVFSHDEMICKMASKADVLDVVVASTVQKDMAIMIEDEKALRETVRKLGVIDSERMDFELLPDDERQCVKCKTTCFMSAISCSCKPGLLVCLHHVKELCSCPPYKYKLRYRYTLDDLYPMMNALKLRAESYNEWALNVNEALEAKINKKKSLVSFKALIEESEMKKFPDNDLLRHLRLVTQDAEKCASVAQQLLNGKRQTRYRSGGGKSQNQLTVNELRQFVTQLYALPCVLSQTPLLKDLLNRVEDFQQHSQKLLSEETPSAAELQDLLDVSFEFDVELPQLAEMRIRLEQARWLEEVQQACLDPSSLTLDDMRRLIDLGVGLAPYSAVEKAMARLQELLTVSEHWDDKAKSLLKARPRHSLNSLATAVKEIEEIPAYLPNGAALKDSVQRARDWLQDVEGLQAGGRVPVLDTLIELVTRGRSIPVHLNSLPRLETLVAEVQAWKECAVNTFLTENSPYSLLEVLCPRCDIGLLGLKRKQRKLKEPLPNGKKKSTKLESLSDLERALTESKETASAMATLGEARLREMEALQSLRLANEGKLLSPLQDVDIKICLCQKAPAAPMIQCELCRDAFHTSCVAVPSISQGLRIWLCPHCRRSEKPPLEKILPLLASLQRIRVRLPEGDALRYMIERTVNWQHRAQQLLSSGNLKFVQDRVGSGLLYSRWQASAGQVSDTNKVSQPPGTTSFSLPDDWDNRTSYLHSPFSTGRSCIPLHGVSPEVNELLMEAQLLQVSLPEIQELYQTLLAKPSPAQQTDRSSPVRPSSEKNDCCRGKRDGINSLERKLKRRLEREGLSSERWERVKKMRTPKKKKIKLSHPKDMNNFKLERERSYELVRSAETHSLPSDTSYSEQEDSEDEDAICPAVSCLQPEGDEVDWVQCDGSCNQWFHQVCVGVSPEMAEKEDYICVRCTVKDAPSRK
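qHTS format, multiple compound concentrations. Buffer 50 mM HEPES pH 7.5/0.01% Tween-20; 200 nM KDM5BΔAP final; 10 min compound preincubation; substrate-mix levels 12.5 µM peptide, 25 µM α-KG, 0.25 mM NAD⁺; 30 min RT; ΔRFU.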
Numbers without * were called inactive; ? = inconclusive; [ ] = remark or other dose. Potency means the concentration at half of the fitted maximal effect. Only part of the results is shown. The share of hits here may be higher or lower than overall.

SMILES	KDM5B inhibitor
COc1ccc(CNC[C@H]2C[C@@H]3CCN2C[C@@H]3c2cc(C3CCCC3)nn2C)cc1	?
CS(=O)(=O)N1C[C@@H]2C[C@H](C1)c1ccc(NC(=O)c3ccncc3)c(=O)n1C2	?
Cc1[nH]c2ccc(C#N)cc2c1CCN	-4%
Fc1ccc(CN2CCCC3(CC(c4ccccn4)=NO3)C2)cc1 (centres undefined)	30%[activator][149 µM]
CCNC(=O)N1[C@H]2CC[C@@H]1c1cnc(-c3ccccc3)nc1C2	22%
CCCCc1cn(C[C@H]2CC3CCN2C[C@@H]3C(=O)NCc2ccc3c(c2)OCO3)nn1 (some centres undefined)	-17%[86.2 µM]
CCOC(=O)c1ccc(Oc2coc3cc(OC(=O)N(C)C)ccc3c2=O)cc1	-20%
Cc1nn(C)c2ncnc(NCCc3c[nH]c(=O)[nH]c3=O)c12	-31%
COc1ccc(CNC(=O)C(Cl)(Cl)Cl)cc1	-3%
CCn1ccc(C(=O)N2CCC3(CC2)c2nccn2-c2ccccc2CN3CC(C)C)n1	-2%
COc1ccc(-c2cn(C[C@H]3C[C@@H]4CCN3C[C@@H]4C(=O)N(C)C)nn2)cc1	-4%[86.2 µM]
COc1cc2c(cc1CCc1ccccc1)N(C(=O)CC(C)C)CC21CCN(C(C)=O)CC1	1%
CN(C)[C@H]1CCCCN(C(=O)Cc2ccc(S(C)(=O)=O)cc2)C1	-22%
CN(CCOc1ccccc1)c1ccc([N+](=O)[O-])c2cccnc12	-14%
O=C(c1ccoc1)N1[C@H]2CC[C@@H]1c1cnc(-c3ccccc3)nc1C2	30%
O=C(c1ccc(C(F)(F)F)cc1)N1CCN(Cc2ccccc2)CC1	-6%
O=C(c1ccsc1)N1CC(CO)C2(CCNCC2)C1 (centres undefined)	-20%
COc1nc2c(cc1CNC(=O)C1C(C)(C)C1(C)C)C(=O)N(C1CCCC1)C2	21%
CC(=O)NCCNC(=O)[C@H]1CN2CCC1C[C@@H]2Cn1cc(-c2ccc(C(C)(C)C)cc2)nn1 (some centres undefined)	23%
COc1ccccc1C(=O)N1CCC2(CC1)c1nccn1-c1ccccc1CN2CC(C)C	22%
CC1(C)N2CC3([N+](=O)[O-])CN1CC([N+](=O)[O-])(C2)C3	12%
CC1CCC2C(C)C(=O)OC3OC4(C)CCC1C32OO4 (centres undefined)	22%
Cn1c(O)c(C(=Nc2ccccc2)SCc2ccccc2Cl)c(=O)n(C)c1=O	?
CCOc1ccc(C(=O)N2CCC3(CC2)NCc2ccccc2-n2ccnc23)cc1	19%
CC(C)(C)c1ccc(-c2cn(C[C@H]3CC4CCN3C[C@@H]4C(=O)NCc3ccccc3)nn2)cc1 (some centres undefined)	23%
O=C(Nc1ccc2c(c1)OCO2)c1cccn(Cc2ccc(F)cc2)c1=O	-22%
O=C(c1cnccn1)N1C[C@@H]2C[C@H](C1)c1c(-c3ccccc3)ccc(=O)n1C2	-9%[86.2 µM]
Cc1ncc2c(n1)C[C@@H]1CC[C@H]2N1S(=O)(=O)c1c(C)noc1C	9%
COc1ccccc1-c1cc([C@H]2CN3CC[C@H]2C[C@@H]3COC(=O)Nc2ccccc2)n(C)n1	22%
Cc1ccnc(N2CC3CCC(C2)N3CC(F)(F)F)c1[N+](=O)[O-]	3%[149 µM]
COc1cc2c(cc1OCC1CC1)NC(=O)C21CCN(c2cnccn2)CC1	?
CCOc1ccccc1C(=O)N1CCC2(CC1)NCc1ccccc1-n1ccnc12	-18%
COCC(=O)NC[C@H]1C[C@@H]2CCN1C[C@@H]2c1cc(C2CCCCC2)nn1C	-15%[86.2 µM]
CC(C)(C)CN1CCCC2(CC(c3cccnc3)=NO2)C1 (centres undefined)	?
c1cncc(CNCCN2CCCC2)c1	4%
CC(=O)c1c(C)[nH]c(C(=O)C(C)NC(C)c2ccccc2F)c1C (centres undefined)	-2%
CCC(CC)c1cc([C@H]2CN3CC[C@H]2C[C@@H]3CNC(=O)C2CCC2)nc(-c2ccncc2)n1	14%
Cn1nc(-c2cccs2)cc1[C@H]1CN2CC[C@H]1C[C@@H]2CNC(=O)CCCC(=O)O	-22%[86.2 µM]
COc1cc2c(cc1OC1CCCC1)NC(=O)C21CCN(C(=O)C(C)C)CC1	-11%[86.2 µM]
COCC(=O)NC[C@H]1C[C@@H]2CCN1C[C@@H]2c1cc(-c2ccccc2OC)nc(C)n1	35µM*

The last 5 compounds of the part before are carried over, then new ones follow:
SMILES	KDM5B inhibitor
CC(=O)c1c(C)[nH]c(C(=O)C(C)NC(C)c2ccccc2F)c1C (centres undefined)	-2%
CCC(CC)c1cc([C@H]2CN3CC[C@H]2C[C@@H]3CNC(=O)C2CCC2)nc(-c2ccncc2)n1	14%
Cn1nc(-c2cccs2)cc1[C@H]1CN2CC[C@H]1C[C@@H]2CNC(=O)CCCC(=O)O	-22%[86.2 µM]
COc1cc2c(cc1OC1CCCC1)NC(=O)C21CCN(C(=O)C(C)C)CC1	-11%[86.2 µM]
COCC(=O)NC[C@H]1C[C@@H]2CCN1C[C@@H]2c1cc(-c2ccccc2OC)nc(C)n1	35µM*
O=C(Nc1ccc2c(c1)OCO2)c1cccn(Cc2cccc([N+](=O)[O-])c2)c1=O	-19%
COC[C@H]1CCCN1C[C@H]1CN2CC[C@H]1C[C@@H]2CNC(=O)c1ccc(N(C)C)cc1	-20%[86.2 µM]
COc1ccc(-c2nc(CN3C(=O)CN=C(c4ccccc4)c4ccccc43)c(C)o2)cc1	6%
O=C(c1ccc(F)cc1)N1C[C@@H]2C[C@H](C1)c1ccc(C3CCCCC3)c(=O)n1C2	32µM*
O=C(c1ccccc1)N1C[C@@H]2C[C@H](C1)c1ccc(NS(=O)(=O)c3cccs3)c(=O)n1C2	?
O=C(Nc1ccon1)c1cccn(Cc2ccccc2)c1=O	?
COc1cc2c(cc1OC1CCCC1)NC(=O)C21CCN(C(C)=O)CC1	-26%[86.2 µM]
CC(=O)NS(=O)(=O)c1ccc(NC(=O)c2cccn(Cc3ccc(Cl)cc3)c2=O)cc1	-2%
C1CC2CCC1CNC2	20%
COCC(=O)N1CCC2(CC1)C(=O)Nc1cc(Oc3cccc(N(C)C)c3)c(OC)cc12	11%[86.2 µM]
O=S(=O)(NC[C@H]1C[C@@H]2CCN1C[C@@H]2CN1CCc2ccccc2C1)c1ccccc1	?
O=C(C(=C1N(Cc2ccc(Cl)nc2)CCN1Cc1ccc(Cl)nc1)[N+](=O)[O-])C(Cl)Cl	-3%
C[C@@H]1CCC2[C@H](C)C(=O)O[C@@H]3O[C@]4(C)CCC1C23OO4 (some centres undefined)	12%
COc1ccccc1CNC(=O)[C@H]1CN2CCC1C[C@@H]2Cn1cc(CO)nn1 (some centres undefined)	-24%[86.2 µM]
CN1Cc2ccccc2-n2ccnc2C12CCN(C(=O)C1CCCCC1)CC2	-9%
CC(C)CNC(=O)CN1CCN(C(=O)Cc2c[nH]c3ccccc23)CC1	-12%
Cc1nc(-c2cccs2)cc([C@H]2CN3CC[C@H]2C[C@@H]3CNC(=O)Nc2cccc(C(F)(F)F)c2)n1	-5%
c1cc(CC2CN3CCCC3CN2)cs1 (centres undefined)	-26%[230 µM]
Cc1ccc(C)n1-c1c(C(=O)N2CCC3(CC2)OCCO3)sc2ncccc12	6%
Cn1nc(-c2cccs2)cc1[C@H]1CN2CC[C@H]1C[C@@H]2CN	12%[86.2 µM]
C[S+](=O)([O-])N1C2CCC1CN(Cc1cccnc1)C2	0%[149 µM]
Cc1cccc(NC(=O)CCl)c1	-4%
NNC(=O)CN1C(=O)CN=C(c2ccccc2)c2cc(Br)ccc21	29%
Cc1cccn2c(=O)c3c(nc12)N1CCCCCC1C1(C3)C(=O)N(C)C(=O)N(C)C1=O (centres undefined)	17%
O=S1(=O)C[C@@H]2NCCN(c3ccnc(N4CCCNCC4)n3)[C@@H]2C1	2%
Cc1cnc(CCN)n1C1CCC1	?
O=C(O)C1=NOC2CN(Cc3cscn3)CC12 (centres undefined)	-23%[149 µM]
COc1ccc(-n2c(O)c(/C(C)=N/N3CCCCCC3)c(=O)[nH]c2=O)cc1	-10%
COc1cc2c(cc1OC1CCCC1)NC(=O)C21CCN(C(=O)c2cccc(C#N)c2)CC1	-10%
COCC(=O)NC[C@H]1C[C@@H]2CCN1C[C@@H]2CN1CCN(C)CC1	32%[86.2 µM]
CCn1cc(C(=O)N(C)CC(=O)NC(C)(C)C)c2ccccc21	0%
Cn1ccnc1CN1C(=O)NC2(CCNCC2)C1=O	8%
COc1cc2c(cc1OCc1ccccc1)N(C(=O)c1ccc3[nH]ccc3c1)CC21CCN(C)CC1	-13%
O=C1N(Cc2ccccn2)C[C@H]2CN(C3CCOCC3)CCN12	-17%[86.2 µM]
COc1cc2c(cc1CCc1ccccc1)N(C(=O)COc1ccccc1)CC21CCN(C(C)=O)CC1	-12%
NCc1cn(C[C@H]2CC3CCN2C[C@@H]3C(=O)N2CCCC2)nn1 (some centres undefined)	16%[86.2 µM]
FC(F)(F)CN1C2CCC1CN(c1nccs1)C2	?
Cc1cc(O)c2c(C)c(CC(=O)N3CCN(C)CC3)c(=O)oc2c1	-2%
CCC(CC)C(=O)NC[C@H]1C[C@@H]2CCN1C[C@@H]2c1cc(-c2ccccc2Br)nc(C)n1	7%
COc1ccc(CCNCc2ccccc2C)cc1	15%
O=[N+]([O-])c1ccnc(N2CC3CCC(C2)N3CC(F)(F)F)c1	-18%[149 µM]
O=c1c2ccccc2nc(/C=C\c2ccc(F)cc2)n1-c1ccccc1F	-12%
C=CCn1c(O)c(C(C)=NC2CCN(Cc3ccccc3)CC2)c(=O)[nH]c1=O	34%
O=C(c1cc(Br)c[nH]1)C(Cl)(Cl)Cl	-5%
CC(C)CCN1CCC2(COc3ccncc3[S+](=O)([O-])N2)C1 (centres undefined)	-11%[149 µM]
Cc1cc(C[N+](C)(C)C)oc1C	-8%
C=CCN(C)C(=O)[C@H]1CN2CCC1C[C@@H]2Cn1cc(COC)nn1 (some centres undefined)	12%[86.2 µM]
Cc1cc(C(=O)OCC(=O)Nc2cccc(F)c2)c(C)n1C1CC1	7%
CC(C)CCN1CCCC2(CC(c3cccnc3)=NO2)C1 (centres undefined)	?
Cc1ccccc1-n1nc(C)c2c1NC(=O)CSC2c1ccc(N(C)C)cc1 (centres undefined)	?

Four compounds already listed, ordered by length of the SMILES, highest first:
SMILES	KDM5B inhibitor
C=CCn1c(O)c(C(C)=NC2CCN(Cc3ccccc3)CC2)c(=O)[nH]c1=O	34%
C=CCN(C)C(=O)[C@H]1CN2CCC1C[C@@H]2Cn1cc(COC)nn1 (some centres undefined)	12%[86.2 µM]
Cc1ccccc1-n1nc(C)c2c1NC(=O)CSC2c1ccc(N(C)C)cc1 (centres undefined)	?
O=[N+]([O-])c1ccnc(N2CC3CCC(C2)N3CC(F)(F)F)c1	-18%[149 µM]

A few values from the list.
Result for C=CCn1c(O)c(C(C)=NC2CCN(Cc3ccccc3)CC2)c(=O)[nH]c1=O in KDM5B inhibitor: 34%
Result for O=[N+]([O-])c1ccnc(N2CC3CCC(C2)N3CC(F)(F)F)c1 in KDM5B inhibitor: -18%[149 µM]

The listing picks up with the 7 entries that preceded the break.
SMILES	KDM5B inhibitor
O=C(c1cc(Br)c[nH]1)C(Cl)(Cl)Cl	-5%
CC(C)CCN1CCC2(COc3ccncc3[S+](=O)([O-])N2)C1 (centres undefined)	-11%[149 µM]
Cc1cc(C[N+](C)(C)C)oc1C	-8%
C=CCN(C)C(=O)[C@H]1CN2CCC1C[C@@H]2Cn1cc(COC)nn1 (some centres undefined)	12%[86.2 µM]
Cc1cc(C(=O)OCC(=O)Nc2cccc(F)c2)c(C)n1C1CC1	7%
CC(C)CCN1CCCC2(CC(c3cccnc3)=NO2)C1 (centres undefined)	?
Cc1ccccc1-n1nc(C)c2c1NC(=O)CSC2c1ccc(N(C)C)cc1 (centres undefined)	?
COc1cc(/C=C/c2nc3ccccc3c(=O)n2-c2cccc(O)c2)ccc1O	?
CN(C)c1ccc(NC(=O)c2sc3nc4c(cc3c2N)N2CCC4CC2)cc1	?
Cc1ccc(S(=O)(=O)NC[C@H]2C[C@@H]3CCN2C[C@@H]3CN2CCCCC2)cc1	7%[86.2 µM]
C#C[C@H]1CN2CC[C@H]1C[C@@H]2CNCc1cccc(C#N)c1	41%[115 µM]
CCN(CC)C(=O)c1ccc(NC(=O)CCn2nc(-c3ccc(Cl)cc3)c3ccccc3c2=O)cc1	?
N#Cc1ccc(NC(=O)Cn2nc(C(=O)O)c3ccccc3c2=O)cc1Cl	3%
Cc1cc(S(=O)(=O)N2[C@H]3CC[C@@H]2c2cnc(-c4ccccc4)nc2C3)ccc1F	15%
O=C1/C(=C\c2ccc(F)cc2)N2CCC1CC2	13%
